Screening data deposited in PubChem by National Center for Advancing Translational Sciences (NCATS).
AID inh: blocks human AID cytidine deaminase activity | AID deamination FRET fluorescence, UDG-coupled, 4 h | AID 1347428 | Potency, µM (titrated, usually from 115 µM), for inactives: at the highest dose activity change, negative = inhibition, actives largely listed as inhibitors | 0.32% of 91,000 active | Q9GZX7; note: nearly all actives have a fitted effect of over 25% in size
Target sequence (Q9GZX7 whole entry, looked up): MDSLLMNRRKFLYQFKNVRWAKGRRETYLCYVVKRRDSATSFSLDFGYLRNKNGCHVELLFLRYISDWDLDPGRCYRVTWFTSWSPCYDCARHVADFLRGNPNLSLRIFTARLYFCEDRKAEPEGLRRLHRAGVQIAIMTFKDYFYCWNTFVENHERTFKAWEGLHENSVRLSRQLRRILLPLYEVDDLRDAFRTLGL
UDG counterscr: UDG inhibition counter-screen | FRET deamination/UDG coupled assay, UDG read, 4 h | Potency, µM (series often up to 115 µM), for the others: top-dose activity change, negative = inhibition, actives largely listed as inhibitors | 0.14% of 91,000 active; note: nearly all actives have a fitted effect of over 65% in size
* = called active by the depositor; ? = inconclusive; [ ] = another dose, or the depositor's remark. Calls come from the whole dose curve; as a rule, active = well fitted curve in the direction sought with a large enough effect; inconclusive = small, poorly fitted or top-dose-only effect, or another doubt; inactive = no such curve, though single readings can be large; an effect the other way counts as inactive or inconclusive. % is set by controls: 0 for no effect and ±100 for the full control effect; potency is the fitted concentration of half-maximal effect.

Sample of the layout, seven compounds:
SMILES	AID inh	UDG counterscr
COc1cc(-c2nnc(SCC(=O)NC3CCCc4ccccc43)o2)cc(OC)c1OC (configuration not stated)	-11%	9%
CCOC(=O)c1ccc(NC(=O)c2cnc(N3CCCC3)nc2C)cc1	-11%	19%
CCn1c(SCC(=O)NC2CCCC2)nc2c(c1=O)SCC2	1%	-5%
CN1CCN(Cc2cc(=O)oc3cc(-c4ccccc4)c(O)cc23)CC1	-1%	-6%
COCCNC(=O)c1nn(-c2ccc(Cl)cc2)nc1CO	-4%	2%[57.5 µM]
CCC(C)NC(=O)C1CCC(CNS(=O)(=O)c2cccc3nsnc23)CC1 (configuration not stated)	32%[activator][57.5 µM]	-6%[57.5 µM]
Cc1ccc(NC(=O)CN2CCCN(Cc3cc(C)ccc3C)S2(=O)=O)c(Cl)c1	-9%	40%[activator]

Results, repeating the preview:
SMILES	AID inh	UDG counterscr
COc1cc(-c2nnc(SCC(=O)NC3CCCc4ccccc43)o2)cc(OC)c1OC (configuration not stated)	-11%	9%
CCOC(=O)c1ccc(NC(=O)c2cnc(N3CCCC3)nc2C)cc1	-11%	19%
CCn1c(SCC(=O)NC2CCCC2)nc2c(c1=O)SCC2	1%	-5%
CN1CCN(Cc2cc(=O)oc3cc(-c4ccccc4)c(O)cc23)CC1	-1%	-6%
COCCNC(=O)c1nn(-c2ccc(Cl)cc2)nc1CO	-4%	2%[57.5 µM]
CCC(C)NC(=O)C1CCC(CNS(=O)(=O)c2cccc3nsnc23)CC1 (configuration not stated)	32%[activator][57.5 µM]	-6%[57.5 µM]
Cc1ccc(NC(=O)CN2CCCN(Cc3cc(C)ccc3C)S2(=O)=O)c(Cl)c1	-9%	40%[activator]
Cc1ccn2c(Nc3c(C)cccc3C)c(-c3ccc(Cl)s3)nc2c1	-14%	-7%
CCc1nnc2c3ccccc3nc(N3CCN(c4cc(C)ccc4C)CC3)n12	7%[57.5 µM]	8%[57.5 µM]
COc1ccc(C2NC(=O)N(C)C3=C2C(=O)N(c2ccc(Br)cc2)C3)cc1 (configuration not stated)	4%	-9%
c1coc(C(CNC2CCCC2)N2CCCC2)c1 (configuration not stated)	40%[activator]	4%
CN(C)CC(C)(C)CNC(=O)c1cc(=O)c2ccccc2o1	1%	1%
CC(=O)Oc1ccc([C@H]2C(C#N)=C(N)OC3=C2C(=O)CC(C)(C)C3)cc1	-1%	-6%
CCc1nc2ccc(C(=O)NCc3cccs3)cc2nc1CC	-12%	-3%
COc1ccc(/C=N/OC(=O)COc2cccc(C)c2C)cc1COc1ccc(F)cc1	7%	-3%
CCOC(=O)c1c(C)[nH]c(C)c1S(=O)(=O)NCC(=O)Nc1ccc(C)c(N(C)C)c1	4%	0%
CCOC(=O)c1oc2ccc(S(=O)(=O)n3nc(-c4ccc(Br)cc4)cc3N)cc2c1C	7%	9%
Cc1ccccc1-c1cc(C(=O)O)c2ccc(Br)cc2n1	-1%	-13%
Cc1ccc(Cn2c(C)c(CNCCCc3ccccc3)c(C(=O)O)c2C)cc1	-19%	-21%
Fc1ccc(-c2cc(C(F)(F)F)nc(NCc3ccccc3)n2)cc1	-12%	-12%
CC(C)Sc1ncc(Cl)c(C(=O)Nc2ccc(S(=O)(=O)N3CCCCC3C)cc2)n1 (configuration not stated)	4%	-2%
COc1ccc(Oc2cc(NC(=O)C3CCN(S(C)(=O)=O)CC3)ccc2OC)cc1	1%	-8%
O=S1(=O)Cc2c(nc3ccccc3c2-c2ccccc2)-c2ccccc21	-18%	4%
Cn1c(=O)c2c(nc(NCc3ccc4c(c3)OCO4)n2Cc2ccccc2Br)n(C)c1=O	-8%	-8%
Cc1nc2cc(F)ccc2cc1C(=O)NCC1COc2ccccc2O1 (configuration not stated)	-5%	-5%
Remaining list, next part.
SMILES	AID inh	UDG counterscr
CC(C)c1ccc(/C=N/c2sc3c(c2C#N)CCCC3)cc1	-1%	1%
Cc1cc(NC(=O)N2CCC(CN3CCOCC3)CC2)ccc1Br	-2%	-6%
CCOC(=O)c1cc(-c2ccncc2)nc2ccccc12	-10%	-3%
N#Cc1ccc(C(=O)NC2(c3ccc(Br)cc3)CC2)cc1	-13%	-6%
CCOC(=O)c1sc2ccccc2c1S(=O)(=O)NCc1ccc(F)cc1	-5%	30%
O=C(CSc1nccn1C1CCCC1)Nc1ccccc1	-20%	-18%
Cc1ccc(NC(=O)C2C3CC/C=C\CC/C=C/CCC32)cc1C (configuration not stated)	-6%	-14%
CC(C)(C)C1CCC(=NNC(=O)C2CC2)CC1 (configuration not stated)	7%	4%
CCOC(=O)c1c(NC(=O)c2cc3ccccc3oc2=O)sc(C)c1CC	3%	8%
Cc1ccccc1C1CC(=O)NC(SCC(=O)Nc2cccc(C(F)(F)F)c2)=C1C#N (configuration not stated)	1%	-8%
Cc1cc(C)cc(NC(=O)c2cc(-c3ccncc3)nc3ccccc23)c1	-11%	-8%
O=C(C1CC1)N(Cc1ccc2c(c1)CN(S(=O)(=O)c1ccc(F)c(F)c1)CCO2)c1ccccc1	?	89µM*
COc1cc(OC)c(NC(=O)c2sc3nc4n(c(=O)c3c2C)CCCC4)cc1Cl	-1%	-17%
COc1ccc(-c2c(C)c3cc(OS(C)(=O)=O)ccc3oc2=O)cc1OC	14%	1%
CC(=O)Nc1nc2n(n1)C(c1ccc(Cl)cc1)C=C(c1ccc(Cl)cc1)N2 (configuration not stated)	?	10%
COC(=O)c1ccc(COC(=O)/C=C/c2cccs2)o1	-5%	-2%
CSc1ccc(CCNC(=O)c2ccc3c(c2)nc2n3CCCCC2)cc1	?	?
COc1ccc(CCNC(=O)c2c(C)oc3ncn(C)c(=O)c23)c(OC)c1	-14%	?
COc1ccc(-c2nnc3c(C(=O)Nc4cccc5ccccc45)cccn23)cc1	-10%	6%
Cc1c(NC(=O)c2nn(C)c(=O)c3ccccc23)c(=O)n(-c2ccccc2)n1C	0%	0%
Cc1cccc(C)c1-n1ncc(C(=O)NCCN2CCN(C)CC2)c1C1CCN(C(=O)OC(C)(C)C)CC1	-11%	-8%
Cc1ccc(C(=O)c2ccc(-c3ccccc3)cc2)cc1	12%	1%
O=C1CCCc2cc(S(=O)(=O)NCC3CCC(C(=O)NCc4ccccc4Cl)CC3)ccc2N1 (configuration not stated)	-4%	8%
Fc1cccc(NCc2ccccc2-c2nnc(-c3ccccc3Cl)o2)c1	8%	23%
CSc1ccc(CCNC(=O)CCc2c(C)nc3c(c(C)nn3-c3ccc(C)c(C)c3)c2C)cc1	6%	4%
(more compounds)
SMILES	AID inh	UDG counterscr
CNS(=O)(=O)c1cn(CC(=O)N2CCN(c3ccc(C(C)=O)cc3)CC2)cc1S(=O)(=O)NC	5%	-9%
Cc1ccc(CNC(=O)CN(C)S(=O)(=O)c2ccc3c(c2)c(=O)n(C)c(=O)n3C)cc1	-3%	-9%
Nc1ccc2c3c(cccc13)C(=O)NC2=O	12%	4%
Cc1cc(=O)n(CC(=O)NC(C)c2ccccc2)c2c1c(C)nn2C (configuration not stated)	-1%	26%
CCOC(=O)C1CCN(C(=O)c2ccccc2NC(=O)c2nsc3ccccc23)CC1	-6%	11%
O=C(NCCCCc1ccccc1)c1nn(-c2ccccc2)nc1CO	?	-7%[57.5 µM]
CNC(=O)NC(=O)CN(CCC(C)C)C1CC1	-5%	2%
Cc1c(Cc2ccccc2)c(=O)oc2cc3c(cc12)CCC1(CCCCC1)O3	-12%	0%
O=c1[nH]c(CN2CCCCCCC2)nc2c(Br)cc(Br)cc12	3%	0%
COc1ccc(CN2CCN(C(=O)c3cc4ccc(OC)cc4nc3C)CC2)cc1	-3%	11%
CCCCNC(=S)NCCCC	-2%	0%
CCN(Cc1ccccc1)C(=O)CCS(=O)(=O)c1cc2c(cc1Cl)NC(=O)CO2	11%	6%
COc1cc(CNc2ccc3[nH]c(=O)[nH]c3c2)cc(Cl)c1OCc1ccc(F)cc1	39%[activator]	-8%
CC1CCc2nc3ccccc3c(C(=O)Nc3ccc(F)c(F)c3)c2C1 (configuration not stated)	6%	-8%
Cc1cccc(OCCC(=O)OCC(=O)c2cc3ccccc3o2)c1	23%	-1%
O=C(Cn1ccc2ccc(Br)cc21)Nc1nccs1	-11%	-2%
CC(C)Cn1nnnc1SCCS(=O)(=O)c1cc(Cl)ccc1Cl	-16%	-6%
CCOc1ccc(CCNC(=O)CCc2c(C)nc3cc(-c4ccccc4OC)nn3c2C)cc1	-3%	-7%
Cc1cc(C)c(NS(=O)(=O)c2ccc(-c3cnc(C4CC4)o3)cc2)c(C)c1	0%	-6%
CCOC(=O)CCNC(=O)N1CCN(S(=O)(=O)c2ccc3c(ccn3C)c2)CC1	-13%	-3%
CC[N+](CC)(CC)CC	7%	10%
Cc1ccc(Cl)cc1NC(=O)CCc1c(C)nc2c3cccnc3nn2c1C	61%[activator]	1%
CCN(C(=O)Cc1coc2ccc(C)cc12)c1ccccc1	-6%	-5%
O=C(Cc1c[nH]c2ccccc12)Nc1ccc(F)c(F)c1	-4%	-6%
COc1ccccc1C(=O)Nc1cccc(OCc2cc(=O)n3c4c(sc3n2)CCCC4)c1	10%	-2%
More records follow:
SMILES	AID inh	UDG counterscr
N#Cc1ccc(NCCNC(=O)C2CCCCC2)nc1	-4%	-13%
COc1ccccc1C(=O)Nc1ccc(-c2cc(C(F)(F)F)nn2-c2ccccc2)cc1	?	-27%
CCc1ncc(C(O)c2cccc(OC)c2OC)n1C (configuration not stated)	1%	4%
CCOC(=O)c1cccc(NC(=O)CC2C(=O)N(c3ccc(C)cc3)C(=O)N2Cc2cccc(OC)c2)c1 (configuration not stated)	4%	-3%[57.5 µM]
N#Cc1ccccc1CNc1ccccc1I	-13%	-3%
CCCOc1ccc(C(=O)Nc2sc3c(c2C(=O)OCC)CCCCC3)cc1	3%	-2%
Cc1c(Cl)cccc1-n1ncc(C(=O)N2CCc3ccccc3C2)c1C1CCN(C(=O)OC(C)(C)C)CC1	-25%	-15%
COc1ccc(NC(=O)CCCN2C(=O)C(c3ccccc3)Oc3cccnc32)cc1OC (configuration not stated)	-1%	-7%
Cc1csc2nc(COc3c(Cl)cccc3Cl)cc(=O)n12	4%	-3%
CCOc1cc(C#N)ccc1OC(C(=O)NC1CC1)c1ccccc1 (configuration not stated)	3%	3%
O=C(Cn1ccccc1=O)Nc1ccc(Br)cc1F	5%	-12%
COc1ccc(NC(=O)c2cnc(SC)nc2C)cc1OC	10%	-2%
CC(=O)Nc1ccc(CNC2CCCC(C(F)(F)F)C2)cc1 (configuration not stated)	1%	-1%
COc1cccc(N2CCN(C(=O)C3CCCN(S(=O)(=O)c4cccc5nsnc45)C3)CC2)c1 (configuration not stated)	?	-16%
CCc1ccc(NC(=O)Cn2ncc3c(C)n(Cc4cccc(Cl)c4)c(C)c3c2=O)cc1	-11%	-9%
COC(=O)c1cnn2c(C)c(Cc3c(C)cc(C)cc3C)c(C)nc12	-2%	-8%
Cc1cc(-c2ccccc2)nc2cc(C(=O)Nc3ccc(Cl)c(Cl)c3)nn12	?	0%
COc1cccc(/C=C(\C#N)C(=O)Nc2ccccc2C(F)(F)F)c1OC	-27%	10%
Cc1[nH]c2ccccc2c1C(=O)/C(C#N)=C\c1ccccc1Cl	-15%	-4%
CCOc1ccccc1C(=O)NC(C(=O)OCc1ccccc1)C(C)C (configuration not stated)	-2%	6%
CCCN(CC#N)CC(=O)NC(=O)NC1CC1	-2%	-1%
Cc1ccc(C(=O)NC2CC2)cc1NC(=O)c1ccc(C)c(S(=O)(=O)N2CCCCC2)c1	-4%	6%
Cc1cccc(C(=O)NNc2ncnc3c2cnn3-c2ccc(C)c(Cl)c2)c1	9%	18%
CC(OC(=O)c1ccccc1Oc1ccccc1)C(=O)Nc1cccc(C(F)(F)F)c1 (configuration not stated)	-5%	2%
N#Cc1c(C(F)(F)F)cc(-c2cccs2)nc1SCC(=O)Nc1cccc(Br)c1	16%	4%
Later entries:
SMILES	AID inh	UDG counterscr
CN1CCN(c2oc(-c3ccco3)nc2S(=O)(=O)c2ccccc2)CC1	10%	9%
COc1cc(CN(C(=O)COc2ccc(F)cc2)c2ccccn2)cc(OC)c1OC	-16%	-12%
O=C(O)CC(CC(=O)O)c1ccccn1	1%	-1%
CCC1CCCCN1C(=O)CSc1nnc(-c2cc(OC)c(OC)c(OC)c2)o1 (configuration not stated)	-16%	-6%
COc1ccc(OCc2ccccc2C#N)c(C(C)=O)c1	-8%	6%
CSc1ccc(C(=O)Nc2ccc(-c3nc4ccccc4s3)c(O)c2)cc1	-2%	-9%
O=C(NCCc1ccccc1Cl)c1cc2ccccn2n1	-3%	-7%
Cc1ccc2oc(-c3ccc(C)c(NC(=O)/C=C/c4ccco4)c3)nc2c1	6%	-12%
CCc1ccc(CNCc2c(C(=O)O)c(C)n(Cc3c(F)cccc3Cl)c2C)cc1	?	-17%
O=C(O)CCC(=O)N1N=C(c2cccs2)CC1c1ccc2nccnc2c1 (configuration not stated)	1%	-5%
CCOC(=O)c1cccc(NS(=O)(=O)c2cc(-c3nn(CC)c(=O)c4c3CCCC4)ccc2C)c1	-10%	-3%
CCc1ccc(NC(=O)CSC2=Nc3ccccc3C3=NC(CCC(=O)NCc4ccco4)C(=O)N23)cc1 (configuration not stated)	-5%	?

Whole records, looked up by structure:
O=C(O)CCC(=O)N1N=C(c2cccs2)CC1c1ccc2nccnc2c1 (configuration not stated) as listed: AID inh = 1%; UDG counterscr = -5%
COc1ccc(OCc2ccccc2C#N)c(C(C)=O)c1 as listed: AID inh = -8%; UDG counterscr = 6%

Reprinted at random: three entries already listed
SMILES	AID inh	UDG counterscr
CCOC(=O)c1cccc(NS(=O)(=O)c2cc(-c3nn(CC)c(=O)c4c3CCCC4)ccc2C)c1	-10%	-3%
O=C(O)CCC(=O)N1N=C(c2cccs2)CC1c1ccc2nccnc2c1 (configuration not stated)	1%	-5%
Cc1ccc2oc(-c3ccc(C)c(NC(=O)/C=C/c4ccco4)c3)nc2c1	6%	-12%

Some of the compounds tested. The share of hits here may be higher or lower than overall.
